Source: PubChem
IDH1 R132H inh: human IDH1 R132H inhibition. Potency, µM (top dose mostly 76.6 µM), without a hit: top-dose activity change, negative = inhibition, most hits filed as inhibitors. 390,000 compounds, 0.093% hits. O75874. IDH1-R132H enzyme, NADPH consumption, diaphorase/resazurin fluorescence; further: potency means the concentration at half of the fitted maximal effect; on the % scale 0 is the no-effect control and ±100 the full control effect; nearly all actives have a fitted effect of over 65% in size
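IDH1-R132H (0.5 ug/mL) preincubated 30 min with compound, then NADPH (0.016 mM) and alpha-KG (2 mM) added; 80 min at RT, pH 7.5. Remaining NADPH coupled via diaphorase/resazurin to fluorescence (540/590 nm); concentration-response curves normalized to no-enzyme control.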
RXFP1 ag: agonists of human relaxin receptor RXFP1; HEK293T-RXFP1 cAMP TR-FRET, 30 min; response scale: percent of porcine relaxin response, buffer zero; Q9HBX9; Potency, µM (titrated, usually from 57.5 µM), without a hit: top-dose activation, usual class: activators; 370,000 compounds, 0.3% hits; further: potency means the concentration at half of the fitted maximal effect; on the % scale 0 is the no-effect control and ±100 the full control effect; nearly all actives have a fitted effect of over 60% in size; many of its hits are not listed in these tables
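Agonist response is measured as cAMP accumulation in an RXFP1-transfected HEK293T line under PDE4 inhibition. Values are scaled between buffer-only and 29 nM porcine relaxin, and EC50s come from standard Hill equation fits.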
LDHA block: blocks human lactate dehydrogenase A; purified LDHA, NADH/diaphorase-resazurin fluorescence; active compounds read low; P00338; activity change, % (values are at about 110 or 230 µM); 480,000 compounds, 0.15% hits; in the data active means activity change below about -30%; inconclusive means mostly about -25% to -30%;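 further: plate controls were DMSO wells for no effect and wells without enzyme for full effect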
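Human LDH5 at 2 nM final in Tris HCl pH 7.4 with 0.06 mM NADH and 0.2 mM pyruvate, reacted 5 minutes at room temperature. Remaining NADH coupled via diaphorase/resazurin; resorufin fluorescence read at 0 and 20 minutes, normalized to enzyme-free and DMSO wells.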
Glioma ERSR ind: induces the endoplasmic reticulum stress response in human glioma cells; U87-MG GRP78 promoter luciferase reporter, 16 h; Potency, µM, without a hit: top-dose activation, usual class: activators; 420,000 compounds, 0.02% hits; AID 602332; further: potency means the concentration at half of the fitted maximal effect; series mostly up to about 76 µM; % of control where 0% means no effect; nearly all actives have a fitted effect of over 35% in size
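ERSR induction read as luciferase luminescence (Bright-Glo, 10 min at room temperature) in stably transfected human U87-MG glioma cells exposed to compounds for 16 h, using GRP78 as sensor.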
PI4K2A block: PI4K2A (human) kinase inhibition. 420,000 compounds, 0.13% hits. activity change, negative = inhibition, % at 76.9 µM. purified PI4K2A, ADP-Glo luminescence, 1 h; active compounds read low; in the data active means activity change below about -50%; inconclusive means mostly about -30% to -49%;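 further: -100% = wells without enzyme as full effect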
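Compounds are screened against recombinant PI4K2A using PI as substrate and ATP, the latter dispensed at 300 microM. Reactions run one hour at ambient temperature before ADP-Glo detection; full inhibition defined by wells lacking enzyme.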
Vif-APOBEC3G blk: inhibitors of Vif-APOBEC3G interaction; Q9HC16; AID 602310; Potency, µM (series often up to 46.1 µM), without a hit: at the top dose activity, negative = active, usual class: inhibitors; HeLa A3G-eYFP + Vif (tagged APOBEC3G with the HIV-1 protein that degrades it), YFP fluorescence, overnight; 410,000 compounds, 0.076% hits;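 further: potency means the concentration at half of the fitted maximal effect; on the % scale 0 is the no-effect control and ±100 the full control effect; nearly all actives have a fitted effect of over 60% in size; hits raise eYFP signal because A3G escapes Vif-driven loss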
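HeLa cells stably expressing Vif and C-terminally eYFP-tagged A3G, seeded overnight at 37 deg C, then exposed to compound by pintool overnight at 37 deg C. Rise in yellow fluorescence (Ex 488/Em 500-530, Acumen) marks blocked Vif-driven A3G degradation.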
TrxR1 substrate: substrates of rat thioredoxin reductase 1; O89049; purified TrxR1 substrate turnover, NADPH consumption readout; Potency, µM (titrated, usually from 114 µM), for the others: top-dose activity change, negative = substrate turnover; 390,000 compounds, 0.01% hits; further: potency means the concentration at half of the fitted maximal effect; on the % scale 0 is the no-effect control and ±100 the full control effect; nearly all actives have a fitted effect of over 50% in size
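Rat TrxR1, dispensed at 90 nM, was prereduced with 400 uM NADPH (final) for 5 min at ~22 deg C, then incubated with compound 15 min before 400 uM selenite. A first-read NADPH fluorescence drop versus no-compound background flagged substrates.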
Vif-A3F inh: inhibitors of Vif-A3F interaction; HeLa A3F-eYFP + Vif (tagged APOBEC3F with the HIV-1 protein that degrades it), YFP fluorescence increase; Potency, µM (top dose mostly 46.1 µM), for inactives: top-dose activity, negative = active; 390,000 compounds, 0.2% hits; further: potency means the concentration at half of the fitted maximal effect; % of control where 0% means no effect; nearly all actives have a fitted effect of over 65% in size
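HeLa cells stably expressing A3F-eYFP plus Vif, plated and incubated overnight at 37 deg C, then exposed to compounds overnight at 37 deg C. Blocked degradation read as raised yellow fluorescence (Ex 488/Em 500-530).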
USP1 inh: inhibitors of human USP1/UAF1 deubiquitinase; recombinant USP1/UAF1, Ub-Rhodamine cleavage fluorescence; 390,000 compounds, 0.23% hits; AID 743255; O94782; Potency, µM (series often up to 57.1 µM), for inactives: top-dose activity change, negative = inhibition, hits mostly inhibitors; further: potency means the concentration at half of the fitted maximal effect; on the % scale 0 is the no-effect control and ±100 the full control effect; nearly all actives have a fitted effect of over 60% in size; inactives centre near -12
Target sequence (O94782 whole entry, looked up): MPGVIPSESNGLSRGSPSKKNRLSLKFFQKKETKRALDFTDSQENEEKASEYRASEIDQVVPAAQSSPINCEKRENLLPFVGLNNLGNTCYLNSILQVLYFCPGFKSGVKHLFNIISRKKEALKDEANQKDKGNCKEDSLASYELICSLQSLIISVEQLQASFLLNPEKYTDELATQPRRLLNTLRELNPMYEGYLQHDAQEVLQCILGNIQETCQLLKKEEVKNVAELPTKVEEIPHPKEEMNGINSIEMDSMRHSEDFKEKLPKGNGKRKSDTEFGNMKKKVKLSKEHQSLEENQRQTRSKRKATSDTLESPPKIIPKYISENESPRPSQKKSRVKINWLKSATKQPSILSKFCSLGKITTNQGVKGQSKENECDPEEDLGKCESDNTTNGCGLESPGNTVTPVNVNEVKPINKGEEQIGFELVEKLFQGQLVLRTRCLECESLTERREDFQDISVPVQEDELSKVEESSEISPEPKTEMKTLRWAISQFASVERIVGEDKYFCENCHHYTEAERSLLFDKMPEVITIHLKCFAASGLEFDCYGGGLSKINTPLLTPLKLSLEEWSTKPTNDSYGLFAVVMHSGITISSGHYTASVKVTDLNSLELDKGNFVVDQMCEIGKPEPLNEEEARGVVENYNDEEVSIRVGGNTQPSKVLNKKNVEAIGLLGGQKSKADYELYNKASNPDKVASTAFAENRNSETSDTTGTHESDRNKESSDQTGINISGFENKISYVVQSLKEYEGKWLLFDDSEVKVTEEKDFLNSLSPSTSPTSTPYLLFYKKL
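1 nM enzyme complex + cpd, 15 min RT; start with Ub-Rho 150nM final; kinetic fluorescence ex 480/em 540, 6 reads q60 s. Buffer 50mM HEPES pH 7.8, 0.5mM EDTA, 0.1 mg/ml BSA, 1mM TCEP, 0.01% Tween-20.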
Starred values were filed as active, the others as inactive; ? = inconclusive; · = no result given; & = joins results of further samples; [ ] = dose if it differs, or a comment. Unless noted, the call rests on the fitted dose curve; in most records, active means well fitted curve in the direction sought with a large enough effect; inconclusive means small, poorly fitted or top-dose-only effect, or another doubt; inactive means no such curve, though single readings can be large; an effect the other way counts as inactive or inconclusive.

SMILES | IDH1 R132H inh | RXFP1 ag | LDHA block | Glioma ERSR ind | PI4K2A block | Vif-APOBEC3G blk | TrxR1 substrate | Vif-A3F inh | USP1 inh
CC(CN1CCOCC1)C(=O)O (stereo not drawn) | 0% | -3.6% | -9&1 | -2% | 3 | -2% | 6%[57.1 µM] | 4% | -13%
CC(C)C(=O)NC(c1cccc([N+](=O)[O-])c1)c1c(O)ccc2ccccc12 (stereo not drawn) | 0% | 1.3% | -6 | 1% | 0 | -5% | 10%[57.1 µM] | 10% | -15%
O=C1CC(c2ccccc2)CN1C(=O)c1cccnc1 (stereo not drawn) | 3% | 4.7% | -1 | -4% | 4 | 0% | 4% | -1% | -20%
CCc1nnc(NC(=O)C(C)C)s1 | 11% | -0.8% | -3 | -2% | -7 | 1% | 8% | · | -2%
O=C(NCCS(=O)(=O)N1CCN(c2cccc(Cl)c2)CC1)c1cc(=O)c2ccccc2o1 | 1%&2% | 0.4%&3.1% | -1&0 | -9%&-1% | 4&3 | 2%&4% | -1% | 8%&1% | -18%&-9%
CCC(=O)N1CCN(c2nnc(-c3ccccc3)c3ccccc23)CC1 | 2% | 0.0% | -1 | -7% | 2 | -1% | 12%[57.1 µM] | -3% | -18%
Cc1cccc(S(=O)(=O)N(CC(=O)Nc2ccccc2C)Cc2ccco2)c1 | -1% | 0.5% | -6 | -1% | -4 | -3% | 10%[57.1 µM] | -2% | -13%
CCC1(c2ccccc2)NC(=O)N(CC(=O)N(C)Cc2ccccc2)C1=O (stereo not drawn) | 3% | -0.3% | -3 | -1% | 5 | 6% | 5% | -8% | -15%
CC(=O)Nc1ccc(Nc2cc(N3CCOCC3)c3nonc3c2[N+](=O)[O-])cc1 | 6% | 4.5% | -12 | -2% | 4 | 6% | -1%[57.1 µM] | 17% | -13%
COc1cccc(N2C(=NC(=O)CCC3CCCC3)SC3CS(=O)(=O)CC32)c1 (stereo not drawn) | 0% | -0.9% | 0 | -3% | 3 | 1% | -5% | 1% | -15%
Cc1ccc(NCc2nnc(SCCN3CCCCC3)n2CC2CCCO2)c(C)c1 (stereo not drawn) | -2% | -2.6% | -9 | -6% | 2 | -3% | 12%[57.1 µM] | 1% | -3%
CC(C)(C)c1ccc(OCC(=O)NCc2ccco2)cc1 | 6% | -1.2% | 0 | 1% | -3 | 1% | 10% | 0% | -15%
COC(=O)CCCn1nc(NC(=O)COc2ccc(F)cc2)cc1C | 3% | -0.5% | -9 | 0% | 1 | 0% | 9%[57.1 µM] | 11% | -18%
CCC(=O)N1CCc2cc(S(=O)(=O)NC(Cc3ccccc3)C(=O)NC3CCCC3)ccc21 (stereo not drawn) | 8% | 0.7% | 1 | -5% | -1 | -1% | -3% | 3% | -11%
N#Cc1ccc(C(=O)NNC(=O)c2ccncc2)cc1 | -3% | 0.7% | -1 | -5% | 7 | -1% | -9% | 4% | -16%
Cc1ccc(S(=O)(=O)N2CCC(C(=O)N[C@@H](C)C(=O)NCc3ccco3)CC2)cc1 | 6% | 1.5% | -7 | 1% | 1 | -2% | -6% | -14% | -21%
COc1ccc(Cc2nnc(N/N=C(\C)c3ccccc3)[nH]c2=O)cc1OC | -2% | -0.2% | 1 | 11% | 2 | -11% | -7% | -4% | 1%
Cc1ccc(S(=O)(=O)c2cccc(S(=O)(=O)N3CCOCC3)c2)cc1S(=O)(=O)N1CCOCC1 | -2% | 2.6% | 0 | -4% | 4 | -6% | -3%[57.1 µM] | -12% | -1%
Cc1ccccc1NC(=O)c1ccc(NC(=O)N2CCSc3ncccc32)cc1 | 11% | -1.1% | -1 | 3% | 3 | 0% | 20% | -6% | -2%
COc1ccc(-c2csc3ncnc(N4CCN(c5cccc(C)c5C)CC4)c23)cc1 | -1% | 5.2% | -9 | 0% | 1 | 3% | -2% | ? | -2%
CC(=O)c1cc2c(cc1N(C(=O)Cn1nnc3ccccc31)C(C(=O)NCCC(C)C)c1cccnc1)OCO2 (stereo not drawn) | -9% | -0.5% | 0 | -2% | -1 | 1% | -2%[57.1 µM] | 13% | -11%
COc1ccc(C2(C(=O)Nc3c(C)n(C)n(-c4ccccc4)c3=O)CCCC2)cc1OC | 6% | 1.3% | -3 | -7% | -11 | 1% | 5% | 3% | -2%
CCOC(=O)N1CCC(N(CCN(C)C)C(=S)Nc2cccc(C)c2)CC1 | 2% | 0.5% | -5 | -4% | -4 | -1% | 4% | 1% | -9%
COc1ccc(C(=O)Nc2nc(C)cs2)cc1S(=O)(=O)N1CCOCC1 | -14% | · | -12 | -3% | 3 | -2% | · | -3% | ?

Copied from the listing (5 entries):
SMILES | IDH1 R132H inh | RXFP1 ag | LDHA block | Glioma ERSR ind | PI4K2A block | Vif-APOBEC3G blk | TrxR1 substrate | Vif-A3F inh | USP1 inh
CC(CN1CCOCC1)C(=O)O (stereo not drawn) | 0% | -3.6% | -9&1 | -2% | 3 | -2% | 6%[57.1 µM] | 4% | -13%
CC(C)C(=O)NC(c1cccc([N+](=O)[O-])c1)c1c(O)ccc2ccccc12 (stereo not drawn) | 0% | 1.3% | -6 | 1% | 0 | -5% | 10%[57.1 µM] | 10% | -15%
O=C1CC(c2ccccc2)CN1C(=O)c1cccnc1 (stereo not drawn) | 3% | 4.7% | -1 | -4% | 4 | 0% | 4% | -1% | -20%
CCc1nnc(NC(=O)C(C)C)s1 | 11% | -0.8% | -3 | -2% | -7 | 1% | 8% | · | -2%
O=C(NCCS(=O)(=O)N1CCN(c2cccc(Cl)c2)CC1)c1cc(=O)c2ccccc2o1 | 1%&2% | 0.4%&3.1% | -1&0 | -9%&-1% | 4&3 | 2%&4% | -1% | 8%&1% | -18%&-9%

Next section
SMILES | IDH1 R132H inh | RXFP1 ag | LDHA block | Glioma ERSR ind | PI4K2A block | Vif-APOBEC3G blk | TrxR1 substrate | Vif-A3F inh | USP1 inh
CCOC(=O)c1cc(-c2ccccc2)n(-c2cccc(C(=O)NC(C)CC)c2)c1C (stereo not drawn) | -6% | -1.7% | 2 | -3% | 1 | 2% | 2%[57.1 µM] | 4% | -12%
Cc1cccc(NS(=O)(=O)c2ccc3c(c2)CC(C)N3C(=O)C2CCC2)c1C (stereo not drawn) | 18% | 2.2% | 2 | -2% | 1 | -3% | 0% | 3% | -9%
COc1ccc(C(NC(=O)CNC(C)=O)C(=O)Nc2ccc(C(C)C)cc2)cc1 (stereo not drawn) | -1% | -1.2% | -1 | -2% | 0 | -9% | -6% | -2% | -12%
Cc1ccc2nc(NC(=O)C3CCN(S(=O)(=O)c4cccs4)CC3)sc2c1 | 11% | 0.0% | 3 | -4% | -6 | 1% | 14% | -2% | -1%
CCCCN(C(=O)C1CCCO1)c1c(N)n(CC(C)C)c(=O)[nH]c1=O (stereo not drawn) | 8% | 2.3% | -4 | -3% | -2 | -1% | -6% | 8% | -15%
COC(=O)CC/C(=N/Nc1ccc(Cl)c(Cl)c1)C(=O)OC | 5% | 3.1% | -6 | 3% | -3 | -2% | 41%[activator] | -3% | -19%
Cc1cccc(CSc2ccc(-c3cccs3)nn2)c1 | 16%&3% | 28%&7.1% | -12&-1 | -3%&5% | -2&-3 | 6%&-1% | -11%&-11% | 1%&8% | -15%&-22%
CC(=O)N1CCN(C(=O)COc2ccc3oc4c(c3c2)CCCC4)CC1 | 4% | 0.7% | -3 | -4% | 0 | 0% | 5% | -3% | -21%
Cc1ccc(NC(=S)N2CCC(N(C)CC3CCCO3)CC2)cc1 (stereo not drawn) | -6% | 0.7% | 1 | -5% | 5 | 1% | -5% | 1% | -2%
Cc1ccc(S(=O)(=O)N[C@H](C(=O)NCC2CCC(C(=O)O)CC2)C(C)C)cc1 (stereo partly drawn) | 4% | -2.2% | -1 | 1% | 4 | 0% | -14%[57.1 µM] | -37% | -15%
CC(C)c1nc2ccccc2c2nnc(SCC(=O)NCc3ccco3)n12 | 10% | -0.3% | 2 | -3% | 2 | -5% | 4% | -8% | -12%
CCn1c(C)c(C(C)=O)cc(C#N)c1=O | -3% | 1.8% | -1 | -1% | -2 | -2% | 0% | -1% | -22%
C[C@@H]1CN([C@@H](C)CO)C(=O)CCCn2nncc2CO[C@@H]1CN(C)S(=O)(=O)c1ccc2c(c1)OCCCO2 | 0% | · | -3 | -4% | 2 | 0% | · | 3% | -29%
CCN(CC)C(=O)CSc1nc(Cc2ccccc2)nc2ccccc12 | 7% | 6.0% | -4 | -5% | 5 | -15% | 0% | 1% | -21%
CCOC(=O)C1CCCN(C(=O)c2cccc(S(=O)(=O)N(C)c3ccc(OC)cc3)c2)C1 (stereo not drawn) | 4% | -2.5% | -1 | -2% | 0 | -5% | -8% | -17% | -24%
CCC(C)(C)NC(=O)CN(Cc1cccs1)C(=O)C(=O)Nc1ccc2c(c1)OCCO2 | 2% | -0.8% | 6 | 0% | 0 | -7% | -11% | -2% | -2%
CN(C)/C=C/C(=O)c1ccc(-c2ccc(Cl)cc2Cl)o1 | 3% | 2.9% | -2 | 4% | -10 | -1% | 6%[57.1 µM] | -5% | -23%

The list is partial. The share of hits here may be higher or lower than overall.
